# Screens as filed in PubChem BioAssay.
# CAL PDZ FP-1 – CAL PDZ (human) peptide binding inhibition | Q9HD26 | inhibition, % at 24.9 µM | hit rate 0.92% among 300,000 | purified CAL PDZ, TMR-peptide fluorescence polarization, 1 h | AID 602252;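 active means mean inhibition of at least 30% with at least half of replicates also reaching 30%; inconclusive means no clear call, values can overlap the other calls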;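 further: 0% = DMSO neutral control and 100% = excess unlabeled competitor peptide PRC23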
# MITF act – MITF TRPM1 promoter activation in melanoma cells; activation, % at 12.5 µM; AID 588334; hit rate 0.75% among 300,000; SK-MEL-5 TRPM1-promoter luciferase, 24 h; % of positive control, neutral wells = 0;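 active means mean activation of at least 80% with every replicate also reaching 80%; inconclusive means mean reaches 80% but some replicate falls short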;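 further: 0% = neutral control wells and 100% = parthenolide positive control wells; values of inactives mirror those of a sister screen read the other way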
# E coli growth – counter-screen for AddAB inhibitors: E. coli growth inhibition; E. coli V3065 growth, OD600 absorbance, 18 h; inhibition, % at 11.9 µM; hit rate 0.27% among 330,000;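 active means inhibition above the campaign's mean inhibition across all tested compounds plus 3 SD, cut at about 9.9% in these data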;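 further: uninfected addAB+ strain grown without phage in ampicillin broth; 0% = DMSO wells and 100% = ciprofloxacin 0.95 µg/ml wells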
# Wnt act – activates Wnt/beta-catenin signaling in a reporter cell assay; activator, plate reader; activation, % at 9.35 µM; hit rate 1.2% among 300,000; AID 743398; in the data active means activation above about 30%, passing the limit was not always enough; inconclusive means no clear call, values can overlap the other calls;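 further: 0% = neutral control wells and 100% = positive control wells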
# SR-BI uptake up – enhances SR-BI lipid uptake from DiI-HDL; CHO ldlA[mSR-BI] cells, DiI-HDL uptake fluorescence, 3 h; 100 = double the neutral-control signal; activation, % at 12.5 µM; hit rate 0.096% among 320,000; AID 504775;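 active means mean replicate activation of at least 60% and every replicate at or above 60%; inconclusive means mean or all-replicate condition met, but not both; inactive means mean below 60% and not all replicates reaching 60%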;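 further: 0% = median plate neutral-control signal and 100% = twice that signal; values of inactives mirror those of a sister screen read the other way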
#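 Material – SR-BI-overexpressing, LDLR-lacking CHO cells · Medium – BSA-supplemented, HEPES-buffered Ham's F12, pH 7.4 · Doses – single concentration · Times – compound with DiI-HDL co-incubation, 3 h at 37 °C · Measured by – bottom-read fluorescence, 550/595 nm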
# CAL PDZ FP-2 – blocks peptide binding to human CAL PDZ domain; Q9HD26; purified CAL PDZ, TMR-peptide fluorescence polarization, 1 h; inhibition, % at 20 µM; hit rate 0.02% among 330,000; AID 504414;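 active means highest replicate inhibition of at least 40%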;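 further: plate controls were DMSO neutral control wells for no effect and unlabeled competitor peptide control wells for full effect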
#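 Assay system – tagged CAL PDZ protein CerCALP, purified · Timing – 1 h at RT · Compound – single point, 20 µM · Measured by – fluorescence polarization from S- and P-plane intensities, G-factor corrected · Evaluation – inhibition from polarization loss · Probe or stimulus – TMR reporter peptide T*-PRC34 · Buffer or medium – pH 7.4 phosphate-saline buffer, reducing agent, detergent, IgG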
# SR-BI DiI inh – mouse SR-BI HDL lipid transfer inhibition; Q61009; ldlA[mSR-BI] CHO cells, DiI-HDL uptake fluorescence, 3 h; inhibition, % at 12.5 µM; hit rate 0.96% among 320,000; AID 488896;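 active means mean replicate inhibition of at least 70% and a set share of replicates each scoring 70 or more; inconclusive means meets just one of the two criteria; inactive means fails both criteria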;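 further: 0% = median of neutral control wells and 100% = median of positive control wells; values of inactives mirror those of a sister screen read the other way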
# Target sequence (Q61009 whole entry, looked up): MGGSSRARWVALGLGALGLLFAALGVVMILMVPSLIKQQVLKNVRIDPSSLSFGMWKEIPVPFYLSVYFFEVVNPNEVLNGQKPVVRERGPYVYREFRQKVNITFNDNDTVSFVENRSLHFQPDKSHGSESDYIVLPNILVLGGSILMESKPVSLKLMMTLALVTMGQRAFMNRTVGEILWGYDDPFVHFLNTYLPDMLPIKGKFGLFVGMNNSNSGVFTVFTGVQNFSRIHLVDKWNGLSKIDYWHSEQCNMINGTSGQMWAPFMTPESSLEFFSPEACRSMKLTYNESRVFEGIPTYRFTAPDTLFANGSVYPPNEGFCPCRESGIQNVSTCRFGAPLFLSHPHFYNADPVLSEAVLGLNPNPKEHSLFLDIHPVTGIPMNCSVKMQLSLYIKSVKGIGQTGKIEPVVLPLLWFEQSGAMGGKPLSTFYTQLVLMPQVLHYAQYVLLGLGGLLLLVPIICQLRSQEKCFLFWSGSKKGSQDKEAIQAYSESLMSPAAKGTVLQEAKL
# phage Ecoli inh – E. coli growth loss with phage present; growth absorbance; inhibition, % at 11.9 µM; hit rate 0.26% among 360,000; in the data active means inhibition above about 11%
# AddAB inh – less growth of phage-infected E. coli with AddAB | inhibition, % at 11.9 µM | E. coli expressing H. pylori AddAB, absorbance growth | hit rate 0.29% among 330,000; in the data active means inhibition above about 12%;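 further: 0% = vehicle wells of infected cells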
# Tat export inh – inhibitors of E. coli Tat protein transport; inhibition, % at 10 µM; hit rate 0.036% among 340,000; E. coli MC4100 TorA-mCherry Tat export, fluorescence;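 active means mean replicate inhibition at least 50% and at least half of replicates individually reaching 50%; inconclusive means only one of the two criteria met; inactive means neither criterion met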;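 further: exported cargo escapes ClpAP degradation while cytoplasmic cargo is degraded and loses fluorescence; 0% = median of neutral control wells and 100% = median of NaSCN control wells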
# * hit, by the source's call; u = inconclusive; x = not tested or not shown.
molecule	CAL PDZ FP-1	Wnt act	phage Ecoli inh	AddAB inh	SR-BI uptake up	SR-BI DiI inh	Tat export inh	MITF act	CAL PDZ FP-2	E coli growth
CC(C)c1ccc(S(=O)(=O)N2CCN(C(=O)CN3C(=O)c4ccccc4C3=O)CC2)cc1	x	-7	3.3	2.9	8	-8	-9	-8	-0.5	-0.3
Cc1cccc(OCC(=O)N2CCN(C(=O)c3ccco3)CC2)c1	-3	1	2.9	0.1	11	-11	-5	-2	-3.0	-1.6
COc1ccc(OCC(=O)N/N=C(\C)CC(=O)Nc2cccc([N+](=O)[O-])c2)cc1	-3	-2	0.5	2.3	-11	11	-1	0	x	3.1
COc1ccc(C(=O)NC2CCN(CC(=O)N3CCCCC3)CC2)cc1	-7	1	0.8	2.9	22	-22	4	10	0.4	1.6
CC(C)OC(=O)CSc1nc(Cc2cccs2)nc2ccccc12	-4	-6	2.6	1.3	-2	2	-5	-2	-1.8	0.9
CCc1ccc(N2CC(C(=O)OCC(=O)NC3CC3)CC2=O)cc1 (centres undefined)	-5	-2	0.8	-1.6	-3	3	3	1	-1.1	2.4
Cc1cc(C)cc(N(CC(=O)N2CCOCC2)S(=O)(=O)c2ccccc2)c1	-4	x	1.4	2.9	16	-16	0	2	-0.5	-1.1
CCCCOc1ccc(C(=O)N/C(=C\c2ccc([N+](=O)[O-])cc2)C(=O)OCc2ccco2)cc1	5	-3	2.6	1.5	-73	u	13	7	-1.1	2.5
CC(=O)c1ccc2cccc3c2c1N=CN3C	-3	x	-0.9	0.7	5	-5	12	-6	0.5	1.7
O=C(Nc1cccc(C(F)(F)F)c1)C1CCCN1S(=O)(=O)c1cccc2cccnc12 (centres undefined)	-2	-2	4.5	0.1	3	-3	3	-27	-3.9	1.0
COc1ccc(NC(=O)CN(C)S(=O)(=O)c2ccc3c(c2)CC(C)N3C(C)=O)cc1OC (centres undefined)	7	0	0.5	4.3	-24	24	-3	-17	-0.4	1.2
NS(=O)(=O)c1ccc(NC(=O)COC(=O)c2cnccn2)cc1	0	-1	1.0	-0.9	-2	2	3	4	-1.8	-1.9
O=c1cc(C(F)(F)F)[nH]c(=O)n1C1CCCCC1	x	-1	1.7	2.3	15	-15	-5	-6	-0.5	-0.1
COc1cc(CNc2ccc(S(N)(=O)=O)cc2)ccc1OCC(=O)NC1CCCCC1	0	-10	2.4	1.0	19	-19	-30	-2	-1.8	0.0
COc1cc(C(C)=O)ccc1OCC(=O)N1CCc2ccccc2C1	-1	-1	2.0	-1.7	x	x	-5	8	-2.5	-0.5
COc1ccc(OC)c(C2C(C(C)=O)=C(O)C(=O)N2CCc2ccc(OC)c(OC)c2)c1 (centres undefined)	-1	0	0.2	1.1	25	-25	2	2	-3.4	-1.0
Cc1csc(NC(C)c2nc3cc(C(F)(F)F)ccc3n2CCCO)n1 (centres undefined)	-1	-2	2.0	2.1	7	-7	-3	-11	0.8	-0.5
CCCn1cc2c(c1-c1ccc(C)cc1)c(=O)n(C)c(=O)n2C	-9	-4	3.1	2.4	-12	12	3	-7	-3.5	0.1
CC1CCN(C(=O)CN(c2ccc3c(c2)OCO3)S(C)(=O)=O)CC1	-2	0	-1.1	-0.2	21	-21	11	4	-1.8	0.4
COc1cc(NC(=S)N2c3ccccc3CC2C)cc(OC)c1 (centres undefined)	-2	-2	-2.5	x	-32	32	3	-11	-2.4	x
O=C1NC(CCc2ccccc2)C(=O)N1Cc1cccc2ccccc12 (centres undefined)	-3	-4	2.2	3.4	7	-7	5	-2	-0.1	0.0
CCC(=O)Nc1ccc(S(=O)(=O)N2CCc3ccccc3C2)cc1	-6	-2	2.1	0.6	-15	15	-1	-15	-0.5	1.9
CC(C)c1cc(=O)oc2c3c4c(cc12)CCCN4CCC3	-2	-3	0.9	0.6	-23	29	-3	0	-0.5	-0.7
Cc1cc(C)c(NC(=O)COC(=O)/C=C/c2cccs2)c(C)c1	-5	x	3.8	1.4	29	-29	-4	-1	-0.3	-0.5
CCOCCn1c(CN2CCN(c3ccccc3)CC2)nc2c1c(=O)n(C)c(=O)n2C	2	-1	2.1	1.2	18	-18	-1	-2	x	-1.4

# Next part.
molecule	CAL PDZ FP-1	Wnt act	phage Ecoli inh	AddAB inh	SR-BI uptake up	SR-BI DiI inh	Tat export inh	MITF act	CAL PDZ FP-2	E coli growth
Cc1ccc2nc(N3CCN(C)CC3)c(C#N)cc2c1	1	4	0.9	1.8	7	-7	6	x	x	0.0
NC(=O)CC(NC(=O)c1ccccc1)c1ccc(NCc2ccccn2)c([N+](=O)[O-])c1 (centres undefined)	-2	1	2.0	1.1	-18	18	-10	5	0.1	-1.7
CC1=C(Sc2ccccn2)C(=O)NC(C)(C)C1	0	-1	2.8	-5.6	25	-25	6	x	-1.0	0.4
C/C(=N\NC(=S)NC1CCCCC1)c1ccc(C#N)cc1	x	-3	5.5	0.6	-20	20	-1	3	0.3	1.6
CCCOc1cccc(C(=O)O)c1	-3	-1	1.1	3.5	12	-12	-5	-3	-2.7	0.5
Cc1ccc(C(=O)Nc2ncccc2C)cc1S(=O)(=O)N1CCCCC1	-1	-1	3.0	1.4	-9	9	1	-1	0.9	-0.2
Cc1ccccc1C(=O)N1CC(=O)Nc2ccc(F)cc2C1c1ccccc1 (centres undefined)	x	-3	2.8	-1.2	10	-10	-10	-6	-3.5	0.0
COc1ccc(CNC(=O)CSc2n[nH]c(C)c2[N+](=O)[O-])cc1	-2	-2	3.6	3.2	12	-12	3	0	-2.2	4.1
CCc1cn([C@H]2C[C@H](O)[C@@H](CO)O2)c(=O)[nH]c1=O	-1	1	12*	19*	25	-14	20	-13	0.6	14*
CCOC(=O)CSc1nc2c(c(=O)n(C)c(=O)n2C)n1Cc1ccccc1F	17	-4	2.9	2.9	1	-1	-7	7	-0.4	-0.5
COc1cccc(CC(NC(C)=O)C(=O)NC2CCN(C(=O)C3CC3)CC2)c1OC (centres undefined)	6	-2	1.5	-0.9	9	-9	0	3	-3.5	-0.8
CCn1cc(C(=O)NCc2cccnc2)c(=O)c2cc(F)c(N3CCN(C(=O)c4ccco4)CC3)cc21	-5	x	21*	95*	-32	32	10	-7	-1.6	94*
COc1cccc(CN2C(=O)Nc3ccccc3C(=O)N2C(C)(C)C)c1	x	3	1.8	-1.5	33	-33	-3	-4	-2.0	0.2
CN(C(=O)CSc1nc(-c2ccccc2)cn1N)C(c1ccccc1)c1ccccc1	0	x	2.3	-1.8	24	-24	7	4	-2.4	1.1
CC(=O)Nc1ccc(S(=O)(=O)NCCOc2ccc(Cl)cc2C)cc1	3	-4	2.8	0.0	3	-3	3	9	-0.7	-1.3
O=C(NCc1ccco1)c1nn2c(C(F)(F)F)cc(-c3cccs3)nc2c1Br	-3	x	2.7	1.0	-64	64	4	-3	-1.5	-1.0
CC(C)N(C)Cc1nnnn1CC(=O)NCCc1cccc(C(F)(F)F)c1	7	-1	2.4	-0.1	15	-15	-3	-6	-0.4	1.5
Cc1ccn2c(=O)nc(SCC(=O)c3ccc(Cl)cc3)nc2c1	4	7	2.5	3.0	-10	10	1	14	-2.8	-1.6
O=C(CNS(=O)(=O)c1c(Cl)cccc1Cl)OCC(=O)N1CCN(c2ccccc2)CC1	-7	3	-0.1	5.4	5	-5	-4	0	0.6	-1.8
O=C(NCCn1cc(SCc2ccccc2)c2ccccc21)c1c(F)cccc1F	x	13	0.2	-0.8	-71	u	-16	x	-0.3	1.9
c1ccc(Cn2nnnc2C(c2ccccn2)N2CCOCC2)cc1 (centres undefined)	-4	x	2.0	0.2	1	-1	-3	-4	-2.9	-0.2
CCN(CC(=O)Nc1ccccc1OC)CC(=O)Nc1ccccc1-c1ccccc1	-9	-2	1.5	1.7	4	-4	-1	-7	-0.8	-0.4
CCOc1ccccc1NC(=O)C1CCN(c2ccc(S(=O)(=O)N3CCCC3)cc2)CC1	x	-2	3.8	1.5	-51	51	5	0	-3.5	0.6
COC(=O)c1cc2ccsc2n1Cc1cc(=O)n2ccccc2n1	-4	1	2.8	0.1	-43	43	0	18	-3.1	-3.0
C=CCN(c1ccccc1)S(=O)(=O)c1cccc(C(=O)Nc2cccc(C)n2)c1	-4	-1	1.8	1.7	-34	34	-10	-15	-2.4	0.6

# Further compounds:
molecule	CAL PDZ FP-1	Wnt act	phage Ecoli inh	AddAB inh	SR-BI uptake up	SR-BI DiI inh	Tat export inh	MITF act	CAL PDZ FP-2	E coli growth
COc1ccccc1C(=O)Nc1ccc(C(=O)/C=C/c2cccs2)cc1	0	17	2.7	0.8	-5	5	-2	17	-4.0	-0.8
O=C(C[N+]1(CC#Cc2ccccc2)CCCCC1)c1ccccc1	x	-1	1.8	-0.8	18	-18	2	-4	-0.7	1.0
COc1ccc2nc(NNC(=O)COc3ccccc3)sc2c1	x	0	2.4	2.7	1	-1	-2	-4	-0.8	1.6
CCC(=O)NCCCCCCNC(=O)CC	1	0	2.7	0.9	19	-19	-2	4	-1.4	-0.2
Cc1ccc(NC(=O)Cn2cc(S(=O)(=O)c3ccccc3)c(=O)c3cc(F)ccc32)cc1	-6	-4	0.9	4.4	13	-13	2	6	0.6	1.9
O=C(CS(=O)(=O)c1ccccc1)c1cc2ccccc2oc1=O	-3	x	x	1.3	10	-10	-8	2	-2.4	1.4
CC1Sc2ccc(S(=O)(=O)N3CCC(C(=O)NCc4ccco4)CC3)cc2NC1=O (centres undefined)	4	-1	1.8	3.0	0	0	3	4	-2.8	3.8
CC1CN(C(=O)COc2coc(CN3CCc4ccccc4C3)cc2=O)CC(C)O1 (centres undefined)	x	-3	1.2	-2.6	14	-14	-5	-9	-0.6	0.7
COc1cc(-c2nc(-c3ccc4c(c3)-c3ccccc3S4(=O)=O)c(-c3ccccc3)[nH]2)cc(OC)c1OC	-7	x	1.2	-3.1	-54	54	-6	3	-1.6	-1.1
CCCCCCCN=C(C)c1ccccc1O	x	2	0.9	2.0	11	-11	-7	8	-0.9	1.0
Nc1cc(Cl)ccc1Oc1ccc(Cl)cc1	x	x	0.6	-1.4	14	-14	9	12	-0.8	-0.5
CCN1/C(=C/c2ccc3ccccc3[n+]2CC)C=Cc2ccccc21	-2	x	12*	9.6	-87	87*	-15	-101	-1.8	11*
CCc1ccc2[nH]c(=O)c(CN(Cc3ccc(F)cc3)C(c3nnnn3CCN3CCOCC3)C(C)C)cc2c1 (centres undefined)	-3	x	x	3.2	14	-14	11	x	-1.6	-0.3

# Compounds as they come; any-hit rate near 3.6%.
